# Screening data (PubChem BioAssay)
# CSN inh: inhibitors of human CSN-mediated cullin deneddylation. inhibition, % at 12.5 µM. Purified CSN, SCF-Nedd8-OG deneddylation, fluorescence polarization. 0.38% of 360,000 active. AID 651999;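 active = pattern-corrected inhibition above about 35%, with an unprinted fluorescence ratio check between 0.5 and 1.5, limit read from the data, passing the limit was not always enough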;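 also: 0% = enzyme with substrate and 100% = substrate without enzyme; some results filed as inactive read as strong as hits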
#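 Detection – fluorescence polarization · System – HEK293T-derived human Csn5 enzyme · Controls – substrate-only high control, full reaction low control · Timing – 90 min, room temperature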
# Rin1-Abl PPI inh: inhibitors of human Rin1-Abl protein interaction; P00519+Q13671; TR-FRET Rin1/Abl binding, biochemical; inhibition, % at 7.35 µM; 0.4% of 360,000 active; AID 588664; in the data active = inhibition above about 5%, passing the limit was not always enough
# MsrA act: activates bovine MsrA enzyme; purified bovine MsrA, absorbance read-out; activation, % at 10.6 µM; 0.3% of 360,000 active; in the data active = activation above about 7.5%;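 also: 0% = vehicle and 100% = reference activator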
# PABP1 MLLE inh: inhibitors of microRNA-mediated deadenylation, human PABP1 MLLE binding; P11940; 0.36% of 360,000 active; GST-MLLE / FITC-PAM2 fluorescence polarization; inhibition, % at 20 µM; in the data active = inhibition above about 35%, passing the limit was not always enough;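 also: plate controls were DMSO wells with GST-MLLE for no effect and wells lacking GST-MLLE protein for full effect; some results filed as inactive read as strong as hits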
# E coli Lon inh: E. coli protease La inhibition; purified E. coli Lon protease, fluorescence polarization; inhibition, % at 7.94 µM; 0.42% of 360,000 active; in the data active = inhibition above about 13%, passing the limit was not always enough;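 also: 0% = enzyme with probe and DMSO and 100% = no enzyme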
# MsrA inhibitor: inhibits bovine methionine sulfoxide reductase A; purified bovine MsrA, absorbance read-out; inhibition, % at 15.5 µM; 0.75% of 360,000 active; in the data active = inhibition above about 4.5%;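 also: 0% = vehicle wells with enzyme and 100% = reference inhibitor wells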
# FAS-TE inh: blocks the thioesterase domain of human fatty acid synthase | P49327 | recombinant FAS-TE, OMFH fluorogenic substrate, fluorescence endpoint | inhibition, % at 15 µM | 0.67% of 360,000 active | AID 602261;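 active = compounds whose normalised, plate-corrected inhibition of enzyme fluorescence in the single-dose primary screen is 50% or more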;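 also: 0% = DMSO with enzyme and 100% = substrate without enzyme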
# MT1-MMP act inh: MT1-MMP (human) activation inhibition. P50281. HT1080 RFP-PRO-GFP cells, GFP/RFP ratio fluorescence, overnight; percent of plate control window, DMSO zero. GFP/RFP ratio change, % at 20 µM. 0.061% of 360,000 active;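 active = GFP/RFP ratio change of at least 30% with cell ATP level not reduced by more than half and red fluorescence within 50% of control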; also: strong numbers were not always called active
#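 Test system: HT1080 cells expressing an RFP-PRO-GFP fluorescent reporter construct / Compound dosing: single-point 20 µM compound, 1% DMSO / Schedule: cells overnight before dosing, compound overnight, 37 °C, 5% CO2 / Evaluation: GFP/RFP fluorescence ratio / Control set: DMSO and RFP-L50D-GFP cell wells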
# Rpn11 inh: blocks the human proteasome subunit Rpn11. human 26S proteasome, Ub4-pepOG fluorescence polarization; 20S core pre-blocked with epoxomicin. O00487. calls only at 20 µM. 0.59% of 360,000 active;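 active = inhibition at 20 µM, scaled to each plate's controls, above about 33%, limit read from the data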
# * hit, by the source's call; i = inactive; . = not tested or not shown.
SMILES,CSN inh,Rin1-Abl PPI inh,MsrA act,PABP1 MLLE inh,E coli Lon inh,MsrA inhibitor,FAS-TE inh,MT1-MMP act inh,Rpn11 inh
COc1ccc(N(C(=O)CNC(=O)c2cccs2)C(C(=O)NCC2CCCO2)c2ccccc2)cc1OC (stereo not given),-5,-3,-2,-11,3,0.3,0,-3,i
Cc1nc2ccc(NS(=O)(=O)c3c(F)cccc3F)cc2s1,8,0,-6,-15,-49,-0.1,-11,-1,i
COc1ccc(S(=O)(=O)N2CN3CCN(C3)C2)cc1OC,2,-1,-2,19,-15,-0.2,-6,3,i
CC(=O)N1c2ccccc2NC2=C(C(=O)CCC2)C1c1ccco1 (stereo not given),-4,2,-17,6,-1,4.9*,0,.,i
Cc1cc(-c2nnc(SCC(=O)Nc3ccc(S(N)(=O)=O)cc3)n2N)n[nH]1,-1,-1,-7,4,0,0.6,-5,-3,i
Cc1nc(C(=O)Nc2cccc(Cl)c2)nn1-c1cc(OC(C)C)c(Cl)cc1Cl,0,-6,1,1,-10,0.8,21,3,i
Cc1ccc(N(Cc2ccccc2)C(=O)c2cccc(S(=O)(=O)N3CC(C)OC(C)C3)c2)cc1 (stereo not given),2,-1,-5,5,11,-0.3,17,-3,i
Cc1cccc(Cn2c(Sc3nc(C)cs3)nc3c2c(=O)[nH]c(=O)n3C)c1,1,-3,5,-1,1,0.5,21,-6,i
CCC(=O)NCc1ccc(-c2nc3ncccc3o2)cc1,2,0,-2,9,0,0.9,-5,-2,i
COc1ccc(-c2cc(NC=O)c3ncc(-c4cnn(C)c4)n3c2)cc1,12,-3,-3,-40,-47,1.8,0,-28,i
COc1ccc2c(c1)c(=O)oc1cc(OCC(=O)N3CCc4ccccc4C3)ccc12,31,3,-2,-24,5,-1.8,17,4,.
CCOc1ccc(N(CC(=O)Nc2ccc(Br)cc2)S(C)(=O)=O)cc1,-2,-2,-4,2,-7,-0.6,20,3,i
Cn1c(=O)n(C)c2cc(S(=O)(=O)Nc3ccccc3O)ccc21,-3,4,-2,1,-10,1.1,-17,5,i
COc1ccc(C(=O)N2CCOCC2)cc1S(=O)(=O)N1CCCc2ccccc21,-3,1,-4,3,-4,-0.4,-10,-5,i
CC(C)(CNC(=O)c1cccc(S(=O)(=O)Nc2ccc(SC(F)F)cc2)c1)N1CCOCC1,-4,0,0,35,-8,0.8,-1,0,i
C/C(=N\OCC(=O)OCC(=O)NC(=O)c1ccc(OC(F)F)cc1)c1ccc2c(c1)OCO2,2,2,-3,-6,-3,-0.1,9,-5,i
FC(F)(F)c1nnc2sc(-c3ccncc3)nn12,4,0,-3,2,-1,-0.1,-5,0,i
Cc1nc2c(Br)cc(Br)cc2cc1O,5,-4,-12,-2,-6,0.0,-10,-5,i
C=CCC(C(=O)c1ccccc1)[N+](C)(C)CC=C (stereo not given),2,-2,-1,-11,-5,2.2,-4,0,i
COc1ccc2cc(C(=O)N/N=C/c3sc4ccccc4c3O)ccc2c1,66,2,-5,i,i,1.7,-10,-59,.
CCOC(=O)N1CCN(C(=O)CN(C)S(=O)(=O)c2ccc(F)cc2)CC1,5,4,6,9,4,-0.5,-9,2,i
O=C(NCCc1ccccc1)c1ccc(NC(=O)C2CC2)cc1,1,-3,2,-7,-8,-0.5,-6,5,i
C[C@@H](C(=O)Nc1ccc(OC(F)F)c(Cl)c1)N1C(=O)C2CC=CCC2C1=O (stereo not given in full),-2,-1,0,3,-3,0.1,-1,0,i
COc1ccc(Br)cc1/C=N/NC(=O)CNC(=O)c1cccnc1,5,-7,-2,5,13,0.0,6,3,i
CC(=O)N(Cc1ccccc1)C(CC(=O)NCc1ccccc1)C(=O)O (stereo not given),-1,3,-3,-4,1,-0.7,-10,3,i

# Quoted from the listing:
# Entry of Cc1nc2c(Br)cc(Br)cc2cc1O in MT1-MMP act inh: -5
# Entry of COc1ccc(S(=O)(=O)N2CN3CCN(C3)C2)cc1OC in PABP1 MLLE inh: 19

# Some of these compounds in order of the CSN inh value, low to high:
Molecule	CSN inh	Rin1-Abl PPI inh	MsrA act	PABP1 MLLE inh	E coli Lon inh	MsrA inhibitor	MT1-MMP act inh	Rpn11 inh
COc1ccc(N(C(=O)CNC(=O)c2cccs2)C(C(=O)NCC2CCCO2)c2ccccc2)cc1OC (stereo not given)	-5	-3	-2	-11	3	0.3	-3	i
Cc1ccc(N(Cc2ccccc2)C(=O)c2cccc(S(=O)(=O)N3CC(C)OC(C)C3)c2)cc1 (stereo not given)	2	-1	-5	5	11	-0.3	-3	i
Cc1nc2c(Br)cc(Br)cc2cc1O	5	-4	-12	-2	-6	0.0	-5	i
COc1ccc2c(c1)c(=O)oc1cc(OCC(=O)N3CCc4ccccc4C3)ccc12	31	3	-2	-24	5	-1.8	4	.
COc1ccc2cc(C(=O)N/N=C/c3sc4ccccc4c3O)ccc2c1	66	2	-5	i	i	1.7	-59	.

# Results in PABP1 MLLE inh and MsrA act (2 entries from above):
canonical_smiles	PABP1 MLLE inh	MsrA act
Cn1c(=O)n(C)c2cc(S(=O)(=O)Nc3ccccc3O)ccc21	1	-2
COc1ccc(C(=O)N2CCOCC2)cc1S(=O)(=O)N1CCCc2ccccc21	3	-4

# Next records follow.
SMILES,CSN inh,Rin1-Abl PPI inh,MsrA act,PABP1 MLLE inh,E coli Lon inh,MsrA inhibitor,FAS-TE inh,MT1-MMP act inh,Rpn11 inh
O=P(O)(O)c1ccccc1OCCCCCOc1ccccc1P(=O)(O)O,5,0,-3,5,11,-0.1,-4,7,i
CCCC(=O)Nc1nn(CC)c2nc3ccc(C)cc3cc12,2,3,-3,0,3,-0.9,-7,2,i
COC(=O)C1=C(C)NC(C)=C(C(=O)OC)C1C(=O)OCc1nc2cc(C(=O)OC)ccc2c(=O)[nH]1,0,1,-3,1,-3,1.4,-2,0,i
Nc1ccccc1C(=O)NNc1c2ccccc2nc2ccccc12,2,-4,-4,-45,-5,1.3,6,18,i
O=C(Nc1nc(-c2cc(Cl)sc2Cl)cs1)c1cccs1,0,-1,-1,-7,8,0.6,26,-34,i
Cc1cccc2cc(COC(=O)c3ccccn3)c(=O)[nH]c12,0,2,-3,-6,6,0.4,-5,-1,i
COc1ccc(/C=c2\s/c(=C(/C#N)C(=O)NCc3ccco3)n(-c3ccccc3)c2=O)cc1,7,-5,-2,-17,-11,-1.6,2,-1,i
COc1ccc(-c2ccc(SCC(=O)NCC3CCCO3)nn2)cc1OC (stereo not given),1,-2,-2,11,-4,-0.1,-3,-1,i
Cc1cc(C(=O)NNc2c(Cl)cccc2Cl)n(C(C)(C)C)n1,-2,1,-3,-1,-1,-1.1,-6,1,i
O=C(O)c1cccc(NC(=S)N/N=C/c2ccccn2)c1,-3,-7,-4,12,-5,0.8,-5,2,i
O=S(=O)(Cc1ccccc1Cl)NCc1ccccc1,-4,0,-3,5,1,-0.5,-1,-1,i
O=C(COc1cccnc1[N+](=O)[O-])Nc1ccc(F)cc1,0,0,-5,-8,-3,-0.5,3,4,i
COc1ccc(NC(=O)c2cc(-c3cc(Cl)ccc3OC)n[nH]2)cc1OC,-1,-1,-2,-3,3,-1.2,14,0,i
O=S(=O)(c1cc(Cl)ccc1Cl)N1CCN(Cc2ccc3c(c2)OCO3)CC1,0,-4,0,-3,1,-1.2,28,2,i
CC1CCN(C(=O)Cn2nnc(-c3ccc(C(C)C)cc3)n2)CC1,1,0,-2,0,-12,1.4,16,4,i
O=C(Cn1c(=O)n(Cc2ccco2)c(=O)c2c3c(sc21)CCCCC3)Nc1ccccc1,48,-1,-9,6,-2,0.2,17,-2,i
O=C(O)c1ccnc(SCC(=O)c2ccccc2)c1,1,1,-3,15,-12,0.0,-9,0,i
O=C(CCl)Nc1ccc(N2CCCCCC2)cc1,-10,0,-8,8,-1,2.7,7,-25,i
O=C(O)CCCC(=O)N1CCN(C(c2ccccc2)c2ccccc2)CC1,-3,2,-5,5,-2,-0.9,-3,-7,i
Cc1ccc(NC(=O)N2CCN(C/C=C/c3ccccc3)CC2)cc1,2,3,1,4,3,0.3,-5,8,i
COc1ccc(-c2nc3c(C)cc(Br)cn3c2CC(C)(C)C)cc1OC,0,-32,-3,7,-7,0.6,16,-3,i
NC(=O)CSc1nc2ccccc2c(=O)n1-c1ccccc1,-5,2,-3,-3,-2,-0.2,-4,-2,i
COc1cccc(OCC(=O)O/N=C(\N)c2ccc(OC)c(OC)c2)c1,-2,-2,-8,10,1,0.5,6,-2,i
N#CC1(Nc2ccccc2)C(=O)Nc2ccccc21 (stereo not given),5,-7,-2,3,0,-0.6,-2,-3,i
Cc1c(CCOC(=O)c2ccccc2)sc[n+]1Cc1ccccc1,-2,-2,-3,12,6,-0.9,-7,0,i

# The list goes on, starting with the last four of the part before.
SMILES,CSN inh,Rin1-Abl PPI inh,MsrA act,PABP1 MLLE inh,E coli Lon inh,MsrA inhibitor,FAS-TE inh,MT1-MMP act inh,Rpn11 inh
NC(=O)CSc1nc2ccccc2c(=O)n1-c1ccccc1,-5,2,-3,-3,-2,-0.2,-4,-2,i
COc1cccc(OCC(=O)O/N=C(\N)c2ccc(OC)c(OC)c2)c1,-2,-2,-8,10,1,0.5,6,-2,i
N#CC1(Nc2ccccc2)C(=O)Nc2ccccc21 (stereo not given),5,-7,-2,3,0,-0.6,-2,-3,i
Cc1c(CCOC(=O)c2ccccc2)sc[n+]1Cc1ccccc1,-2,-2,-3,12,6,-0.9,-7,0,i
C=CCNC(=S)NNC(=O)C(CCCC)CC(C)(C)O (stereo not given),-7,1,-11,4,-3,0.2,-5,6,i
Cc1nc(N)[nH]c(=O)c1Oc1cccc(C(F)(F)F)c1,-4,2,-2,-7,2,-1.3,-2,1,i
O=S(=O)(Nc1ccc(S(=O)(=O)Nc2ncccn2)cc1)c1ccccc1,3,3,-1,-1,-7,-0.2,-5,3,i
COc1ccccc1CCC(=O)OCC(=O)NCc1ccc(OC)c(OC)c1,1,3,-2,6,4,0.2,-1,3,i
Cn1c(=O)c2c(nc(NCc3ccco3)n2CCc2ccccc2)n(C)c1=O,2,-4,0,-2,-5,-0.3,-4,5,i
CC(=O)Nc1ccc(S(=O)(=O)Nc2nccs2)cc1,1,5,-3,-9,2,1.8,-8,-3,i
COc1ccc(/C=N/NC(=O)c2ccc3nc[nH]c3c2)c(OC)c1,5,-5,-12,5,-21,2.8,-9,0,i
Fc1cccc(CN2CCN(C(=S)NCCc3ccccc3)CC2)c1,-15,4,-5,-152,-2,1.3,10,3,i
O=C(/C=C/c1ccc(Cl)c([N+](=O)[O-])c1)Nc1ccc(N2CCCC2)c(Cl)c1,1,1,-3,6,-4,-0.8,9,4,i
O=C(NCc1cccs1)C(=O)c1c[nH]c2ccccc12,-1,3,-5,-4,5,2.1,-10,-5,i
CSC1=NCCN1C(=O)Cc1cccs1,-4,-5,-3,-7,6,0.2,-8,-1,i
CN(C)S(=O)(=O)c1ccc2nnn(OCC(=O)NC3CCS(=O)(=O)C3)c2c1 (stereo not given),1,2,1,1,-16,-1.2,-10,-2,i
